Tb MetRS inh = Trypanosoma brucei MetRS inhibition | purified T. brucei MetRS, ATP depletion, Kinase-Glo luminescence | inhibition, % at 11.9 µM | hit rate 0.4% among 360,000 | AID 624268;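 active = inhibition above a per-plate cutoff of the control wells' mean inhibition plus 3 SD, cut at about 5.5% in these data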;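 note: 0% = DMSO wells median and 100% = median of wells with control inhibitor compound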
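technique = Kinase-Glo luminescence, ATP depletion format | system = purified MetRS (methionyl-tRNA synthetase) enzyme from Trypanosoma brucei | timing = 15 min preincubation, 2 h reaction, all 25 °C | evaluation = percent inhibition versus plate control medians | dosing = single dose, 11.9 µM final nominal, 0.9% final DMSO | also added = substrates ATP, L-methionine and bulk Escherichia coli tRNA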
Scp1 inh = blocks human Scp-1 phosphatase activity | Q9GZU7 | Recombinant Scp1, phosphopeptide, malachite green phosphate absorbance | inhibition, % at 20 µM | hit rate 0.88% among 340,000 | AID 493091;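 active = inhibition above about 50% at 20 µM, limit read from the data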;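 note: plate controls were DMSO wells with enzyme for no effect and wells lacking enzyme for full effect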
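System: truncated SCP-1 phosphatase (76-261aa); medium: Tris acetate buffer pH 5.5 with MgCl2 and Tween-20; incubation: 45 min room-temperature reaction, 5 min colour, 30 min stabiliser; compound: single 20 µM dose, 1% DMSO; reagent: Phosphorylated 17-residue peptide substrate; read-out: % inhibition at 20 µM; technique: colorimetric free-phosphate detection, absorbance 630 nm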
CSN inh = CSN deneddylation inhibition. Q92905. Purified CSN, SCF-Nedd8-OG deneddylation, fluorescence polarization. inhibition, % at 12.5 µM. hit rate 0.38% among 360,000. AID 651999;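 active = pattern-corrected inhibition above about 35%, with an unprinted fluorescence ratio check between 0.5 and 1.5, limit read from the data, passing the limit was not always enough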;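 note: 0% = enzyme with substrate and 100% = substrate without enzyme; some results filed as inactive read as strong as hits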
Target sequence (Q92905 whole entry, looked up, one chain of several): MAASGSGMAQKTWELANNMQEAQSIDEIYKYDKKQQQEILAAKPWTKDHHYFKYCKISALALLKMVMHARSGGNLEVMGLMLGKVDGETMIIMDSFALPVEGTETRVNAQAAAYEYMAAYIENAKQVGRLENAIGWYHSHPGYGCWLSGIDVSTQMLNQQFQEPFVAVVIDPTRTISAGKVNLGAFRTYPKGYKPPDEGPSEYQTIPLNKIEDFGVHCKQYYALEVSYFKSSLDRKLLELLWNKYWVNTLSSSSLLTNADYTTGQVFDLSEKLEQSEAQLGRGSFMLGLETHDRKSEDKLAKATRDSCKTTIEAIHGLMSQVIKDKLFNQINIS
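Assay system: HEK293T-derived human Csn5 enzyme; quantity: 0.24 nM enzyme; medium: Tris/NaCl/DTT buffer, pH 7.5; also added: substrate SCFSkp2-Nedd8OG, 10 nM; doses: 12.5 µM compound; schedule: 90 min reaction at room temperature; signal: FP; read-out: % inhibition of substrate cleavage by Csn5; benchmarks: substrate-only high control, full reaction low control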
MLLE-PAM2 inh = blocks PAM2 peptide binding to the PABP1 MLLE domain. AID 588489. hit rate 0.36% among 360,000. inhibition, % at 20 µM. P11940. GST-MLLE / FITC-PAM2 fluorescence polarization; in the data active = inhibition above about 35%, passing the limit was not always enough;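 note: plate controls were DMSO wells with GST-MLLE for no effect and wells lacking GST-MLLE protein for full effect; some results filed as inactive read as strong as hits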
Rpn11 block = Rpn11 (human) deubiquitinase inhibition. calls only at 20 µM. hit rate 0.59% among 360,000. human 26S proteasome, Ub4-pepOG fluorescence polarization; 20S core pre-blocked with epoxomicin. O00487;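 active = inhibition at 20 µM, scaled to each plate's controls, above about 33%, limit read from the data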
STEP block = blocks human striatal-enriched tyrosine phosphatase; hit rate 0.25% among 360,000; inhibition, % at 20 µM; P54829; recombinant STEP, OMFP fluorogenic substrate, fluorescence;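 active = inhibition at 20 µM, scaled per plate between control wells, above about 37%, limit read from the data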;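 note: 0% = DMSO with enzyme and substrate and 100% = substrate only without enzyme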
Target sequence (P54829 whole entry, looked up): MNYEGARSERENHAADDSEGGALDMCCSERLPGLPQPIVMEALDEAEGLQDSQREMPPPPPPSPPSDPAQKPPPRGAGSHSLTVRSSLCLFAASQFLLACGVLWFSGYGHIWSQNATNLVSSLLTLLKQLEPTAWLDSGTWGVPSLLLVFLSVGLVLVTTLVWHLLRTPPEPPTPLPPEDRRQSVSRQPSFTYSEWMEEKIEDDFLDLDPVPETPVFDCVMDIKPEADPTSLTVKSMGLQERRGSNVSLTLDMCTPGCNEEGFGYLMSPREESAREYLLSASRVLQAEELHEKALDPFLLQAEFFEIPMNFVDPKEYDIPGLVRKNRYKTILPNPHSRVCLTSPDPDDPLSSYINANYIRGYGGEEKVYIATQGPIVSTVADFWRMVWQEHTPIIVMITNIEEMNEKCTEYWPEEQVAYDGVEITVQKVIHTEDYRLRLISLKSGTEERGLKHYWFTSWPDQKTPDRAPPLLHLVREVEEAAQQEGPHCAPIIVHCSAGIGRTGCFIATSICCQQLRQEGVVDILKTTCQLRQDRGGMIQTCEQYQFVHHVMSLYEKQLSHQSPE
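Measure: Control-normalized % inhibition with plate pattern correction | Test system: STEP phosphatase, cell-free reaction | Medium: pH 6.0 Bis-Tris with DTT and Tween 20 | Technique: Fluorescence, 480/540 nm | Times: Reaction 20 min, ambient temperature | Doses: Single compound dose of 20 µM, 1% DMSO final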
SUMO1-SIM PPI = alters human SUMO1 binding to SIM partners. AID 602429. SUMO1 binding to a labelled peptide, TR-FRET, 1 h. hit rate 0.33% among 360,000. inhibition, % at 20 µM; in the data active = inhibition above about 37%
LMPTP block = LMPTP (human) inhibition; P24666; recombinant LMPTP-A, OMFP fluorogenic substrate, fluorescence intensity; inhibition, % at 20 µM; hit rate 0.22% among 360,000; AID 651560;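 active = compounds that cut the enzyme signal by at least half of the control window in the single-dose screen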;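 note: plate controls were DMSO wells with enzyme plus substrate for no effect and substrate without enzyme for full effect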
Target sequence (P24666 whole entry, looked up): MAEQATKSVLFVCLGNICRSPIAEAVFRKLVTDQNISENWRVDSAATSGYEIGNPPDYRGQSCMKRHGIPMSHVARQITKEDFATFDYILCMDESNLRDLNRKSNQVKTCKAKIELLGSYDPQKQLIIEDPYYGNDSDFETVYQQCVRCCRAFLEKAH
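Test system – LMPTP-A enzyme · Amount – LMPTP-A at 0.625 nM final in the reaction · Buffer or medium – Bis-Tris pH 6.0, DTT, detergent · Reagent – OMFP 400 µM · Doses – single 20 µM dose · Schedule – reaction 50 min, room temperature, dark · Detection – fluorescence intensity of OMFP turnover product · Evaluation – percent inhibition versus substrate-only and uninhibited controls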
NadD inh = NadD (S. aureus) enzyme inhibition; purified NadD enzyme, colorimetric absorbance read-out; inhibition, % at 20 µM; hit rate 0.78% among 360,000; AID 602399; in the data active = inhibition above about 26%; note: some compounds past the cut are filed as inactive
DNMT1 inh = inhibitors of human DNMT1; P26358; DNMT1 molecular beacon, Hinp1I cleavage, fluorescence; inhibition (reported as % activation of signal), % at 10 µM; hit rate 0.83% among 360,000; in the data active = inhibition above about 50%
* = called active by the depositor; i = inactive; / = no result given; + = active, no number. This is a random part of the collection. About 3.6% of those tested had a hit in this group.

SMILES	Tb MetRS inh	Scp1 inh	CSN inh	MLLE-PAM2 inh	Rpn11 block	STEP block	SUMO1-SIM PPI	LMPTP block	NadD inh	DNMT1 inh
Cc1cccc(-n2cccc2)c1C#N	-0.4	-9	32	-7	i	1	6	1.3	0	1
CCN(CC)CCn1c2c(c(SCC(=O)Nc3nc(C)cs3)nc1=O)CCC2	-0.3	-1	-2	1	i	3	2	-0.6	-5	0
CCCCN(CCCNC(=O)c1ccc2nc(N3CCOCC3)sc2c1)Cc1ccccc1	-0.1	-5	-6	-8	i	8	1	-1.0	-5	-5
CC1=C(C(=O)N(C(C)C)C(C)C)CC(CC(=O)NC(c2ccccc2)c2ccccc2)C(=O)N1Cc1ccc(C(C)(C)C)cc1 (stereo not drawn)	-0.1	/	-1	8	i	-1	0	3.2	21	-6
CC(/C=N\NC(=O)c1ccc2c(c1)OCO2)c1ccccc1 (stereo not drawn)	-0.6	-8	6	-4	i	0	-4	-1.3	-7	5
Cc1cc(C)cc(NC(=O)CN2CCN(CCN=CC3=C(O)CC(C)(C)CC3=O)CC2)c1	0.1	-2	-1	6	i	-1	-1	-1.9	1	-1
COCCC(C(=O)Oc1c(C(C)(C)C)cc(C)cc1C(C)(C)C)c1ccccc1 (stereo not drawn)	-0.2	-3	0	-3	i	4	2	1.2	10	6
CC(C)OC(=O)CCc1nc2ccccc2[nH]c1=O	-0.3	-2	2	-2	i	-1	-4	0.4	-2	0
CCCCCn1c(SCCN2CCOCC2)nc2c1c(=O)[nH]c(=O)n2C	-0.2	1	-4	23	i	0	1	-1.1	-5	0
CN(c1ccc(-c2csc(NC(=O)CCCc3nc4ccccc4c(=O)[nH]3)n2)cc1)S(C)(=O)=O	-0.3	/	-4	-31	i	-1	-2	0.2	5	-11
O=c1cc(O)n(Cc2ccc(F)cc2)c(=O)[nH]1	-0.2	-10	8	-31	i	3	-1	-1.2	-4	-6
CCCNC(=O)c1cc2c(c(-c3cccc(-c4ccc(C#N)cc4)c3)n1)[C@@H](CCO)N(C(=O)CC)C2	-1.8	/	2	/	/	/	-2	0.1	-10	/
C#Cc1ccc([C@@H]2C=C(C(=O)O)O[C@H](OCC)[C@H]2CCCO)cc1	-0.6	53*	19	-9	i	12	30	-1.2	1	52*
Cc1onc(-c2ccccc2Cl)c1C(=O)OCN1C(=O)c2ccccc2C1=O	-0.1	-3	-2	-7	i	2	-4	2.7	-2	-2
COc1ccc(N2CCN(Cc3oc(CO)cc(=O)c3O)CC2)cc1	-0.3	-4	-1	-17	i	1	-4	0.5	-2	4
Cc1c(C)[n+](=O)c2c(n1[O-])C(Br)CCC2Br (stereo not drawn)	-0.8	-4	-2	-41	i	0	-6	-0.3	-4	3
CC(CN1C(C)CCCC1C)OC(=O)c1ccccc1Cl (stereo not drawn)	-0.5	-2	1	0	i	-2	5	-2.1	-8	1
CCCCN1C(=O)/C(=C2/Sc3ccccc3N2C)S/C1=N\c1ncn[nH]1	-0.4	6	45*	-49	+	-1	-7	1.7	12	38
CCN(CC)c1ccc(S(=O)(=O)N2CCOCC2)cc1NC(=O)COC(=O)/C=C/c1ccc(C)o1	0.1	0	1	6	i	4	-3	1.9	3	-1
CCOCc1c(C(=O)N2CCN(Cc3ccc(Br)s3)CC2)oc2ccccc12	-0.5	-6	-4	3	i	-2	6	0.0	-1	4
CC(C)CN(C(=O)/C=C/c1nc2ccccc2s1)C1CCS(=O)(=O)C1 (stereo not drawn)	-0.3	-1	1	-11	i	3	-24	2.2	7	-1
O=C(CSc1nnc(CNc2ccc(F)cc2)n1Cc1ccco1)N1CCOCC1	-0.3	-8	5	-105	i	0	-1	-1.3	-5	-5
Cc1ccc(SCCC(=O)N2CCN(S(=O)(=O)c3ccccc3)CC2)cc1	-0.2	-10	-3	7	i	-1	4	-0.3	-7	4
CSC1=NCCN1C(=O)c1c(-c2c(F)cccc2Cl)noc1C	0.0	0	6	3	i	0	2	-1.4	-1	-8
CN(C)Cc1c(O)ccc2ccccc12	0.0	-12	8	4	i	-1	-5	1.5	-3	-8

A second format for part of the listing above.
| mol | Tb MetRS inh | Scp1 inh | CSN inh | MLLE-PAM2 inh | Rpn11 block | STEP block | SUMO1-SIM PPI | LMPTP block | NadD inh | DNMT1 inh |
| --- | --- | --- | --- | --- | --- | --- | --- | --- | --- | --- |
| Cc1cccc(-n2cccc2)c1C#N | -0.4 | -9 | 32 | -7 | i | 1 | 6 | 1.3 | 0 | 1 |
| CCN(CC)CCn1c2c(c(SCC(=O)Nc3nc(C)cs3)nc1=O)CCC2 | -0.3 | -1 | -2 | 1 | i | 3 | 2 | -0.6 | -5 | 0 |
| CCCCN(CCCNC(=O)c1ccc2nc(N3CCOCC3)sc2c1)Cc1ccccc1 | -0.1 | -5 | -6 | -8 | i | 8 | 1 | -1.0 | -5 | -5 |
| CC1=C(C(=O)N(C(C)C)C(C)C)CC(CC(=O)NC(c2ccccc2)c2ccccc2)C(=O)N1Cc1ccc(C(C)(C)C)cc1 (stereo not drawn) | -0.1 | / | -1 | 8 | i | -1 | 0 | 3.2 | 21 | -6 |
| CC(/C=N\NC(=O)c1ccc2c(c1)OCO2)c1ccccc1 (stereo not drawn) | -0.6 | -8 | 6 | -4 | i | 0 | -4 | -1.3 | -7 | 5 |
| Cc1cc(C)cc(NC(=O)CN2CCN(CCN=CC3=C(O)CC(C)(C)CC3=O)CC2)c1 | 0.1 | -2 | -1 | 6 | i | -1 | -1 | -1.9 | 1 | -1 |
| COCCC(C(=O)Oc1c(C(C)(C)C)cc(C)cc1C(C)(C)C)c1ccccc1 (stereo not drawn) | -0.2 | -3 | 0 | -3 | i | 4 | 2 | 1.2 | 10 | 6 |
| CC(C)OC(=O)CCc1nc2ccccc2[nH]c1=O | -0.3 | -2 | 2 | -2 | i | -1 | -4 | 0.4 | -2 | 0 |
| CCCCCn1c(SCCN2CCOCC2)nc2c1c(=O)[nH]c(=O)n2C | -0.2 | 1 | -4 | 23 | i | 0 | 1 | -1.1 | -5 | 0 |
| CN(c1ccc(-c2csc(NC(=O)CCCc3nc4ccccc4c(=O)[nH]3)n2)cc1)S(C)(=O)=O | -0.3 | / | -4 | -31 | i | -1 | -2 | 0.2 | 5 | -11 |
| O=c1cc(O)n(Cc2ccc(F)cc2)c(=O)[nH]1 | -0.2 | -10 | 8 | -31 | i | 3 | -1 | -1.2 | -4 | -6 |

Other results.
SMILES	Tb MetRS inh	Scp1 inh	CSN inh	MLLE-PAM2 inh	Rpn11 block	STEP block	SUMO1-SIM PPI	LMPTP block	NadD inh	DNMT1 inh
COC(=O)c1cc(C)nc(Nc2nc(C(N)Cc3ccc(F)cc3)cs2)n1 (stereo not drawn)	-0.2	/	-1	8	i	2	-2	0.7	8	4
O=C1/C(=C\c2cccnc2)SC(=S)N1c1ccc(F)cc1	-0.2	-5	-1	27	i	6	-17	-0.5	2	-3
CC1CCc2c(ccc3ccccc23)C1=O (stereo not drawn)	0.0	-5	-1	-4	i	3	-25	-0.3	-9	-3
O=S(=O)(c1ccccc1)N1CCN(C(=S)NC2CCCC2)CC1	-0.3	2	2	-137	i	1	4	-0.3	-2	-1
CC(=O)Nc1ccc(NS(=O)(=O)c2ccc(CN3C(=O)c4cccnc4C3=O)cc2)cc1	-0.9	7	1	1	i	0	-23	-0.1	-8	1
C[C@H](CO)N1C[C@H](C)[C@H](CN(C)C(=O)NC2CCCCC2)Oc2cc(-c3cccnc3)ccc2S1(=O)=O	-0.6	/	1	5	i	-3	4	-1.1	6	10
COc1ccccc1CCNC(=O)CSc1nc(-c2ccco2)cc(C(F)(F)F)n1	-0.5	-7	0	7	i	1	-10	1.4	-5	5
COc1ccc(NC(=O)COC(=O)C2COc3ccccc3O2)cc1 (stereo not drawn)	-0.3	/	-3	2	i	-4	-1	-1.5	2	6
CCC1(NC(C)=O)CC2CC1CC2NC(C)=O (stereo not drawn)	-0.5	-8	5	-3	i	0	-1	-0.4	-5	-5
Cc1ccsc1C(=O)OCC(=O)NC1CCCC1	-0.3	-6	-1	-11	i	0	-2	-1.2	-8	5
Cc1ccc(-c2nc(CS(=O)(=O)CC(=O)NCCCN3CCOCC3)c(C)o2)cc1	-1.1	5	-2	2	i	-6	1	-0.7	-1	1
c1ccc2nc(-c3nc4ccccc4o3)ccc2c1	-2.5	-2	4	-2	i	-1	-23	-0.8	1	6
CCN(CC)S(=O)(=O)c1ccc(C(=O)OCC(=O)N2CCOCC2)cc1	0.0	-5	0	15	i	0	-3	-1.0	-4	0
CCN(CC)CCN1C(=O)C(=O)/C(=C(/O)c2ccc(S(=O)(=O)N3CCOCC3)cc2)C1c1ccc(C(C)(C)C)cc1 (stereo not drawn)	-0.6	1	4	8	i	-1	-21	0.0	10	1
CC(C)c1ccc(C2CC(=O)c3cnc(N4CCc5ccccc5C4)nc3C2)cc1 (stereo not drawn)	-1.9	1	1	-16	i	2	0	1.0	7	7
COc1ccc(CC(=O)Nc2ccc(F)c(Cl)c2)cc1S(=O)(=O)N1CCOCC1	-0.2	-12	2	11	i	-1	4	1.1	-5	4
CC1(OC(=O)CCc2ccccc2)C(=O)C=C2C=C3CCCN3C=C2C1=O (stereo not drawn)	-0.1	8	22	3	i	7	2	5.2	4	77*
CCOC(=O)[C@H]1[C@H]2COc3ccc(OC)cc3[C@@H]2N2C(=O)c3ccc(C)cc3NC(=O)[C@@]12C	-0.3	-6	3	-15	i	0	5	-1.1	-1	-7
O=C(Cn1c(=S)[nH]c2ccccc2c1=O)N1CCc2ccccc2C1	-1.5	0	6	-92	i	-1	-14	0.3	0	2
NC(=O)C1CCN(c2ncccc2[N+](=O)[O-])CC1	-0.6	-17	-5	9	i	-2	-21	-1.4	-5	2
CN(C)c1nc(N)nc(CSc2ncc(Cl)cc2Cl)n1	1.0	2	1	-2	i	-4	0	1.7	3	0
COc1ccc(C(=O)N[C@H](C(=O)OCc2nc3ccsc3c(=O)[nH]2)C(C)C)cc1	-0.3	15	5	-1	i	0	1	0.6	-4	1
